Source: PubChem BioAssay (National Center for Advancing Translational Sciences (NCATS))
aSyn yeast rescue – qHTS of alpha-syn Inhibitors: NCGC Sytravon Library Screen | AID 1347070, 2019 | Potency, µM (series often up to 46.1 µM), without a hit: at the highest dose growth rescue (activation), actives largely listed as activators | 94,000 compounds, 0.02% hits | S. cerevisiae alpha-synuclein toxicity rescue, BacTiter-Glo growth, 24 h; active means well fitted activation curve with a large enough effect; inconclusive means small, poorly fitted or top-dose-only effect; further: 0% is about no effect
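Growth restoration measured by BacTiter-Glo luminescence after 24 hr at 30 deg C; alpha-synuclein yeast, raffinose-pregrown to mid-log, were added at OD600=0.02 in galactose medium onto pinned compounds.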
The depositor's hits bear a star; ? = inconclusive; & = joins results of further samples; [ ] = another dose, or the depositor's remark. Potency means the concentration at half of the fitted maximal effect. These rows are one share of the data, so the mix of outcomes need not match the whole.

SMILES	aSyn yeast rescue
COc1ccc(-c2noc(CSc3nnc(-c4ccncc4)n3-c3ccc(C)cc3)n2)cc1OC	-4%
COC(=O)c1ccccc1NC(=O)COC(=O)[C@H](C)NC(N)=O	8%
NC(=O)CN1C(=O)NC2(CCCc3sccc32)C1=O (configuration not stated)	-1%
O=C(Nc1ccc(Oc2ccccc2)cc1)c1ccc(Cn2c(=O)[nH]c3ccsc3c2=O)cc1	-3%
COc1cc2c(=O)n(CCC(=O)NCC3CCCO3)c(=O)n(CC(=O)Nc3ccccc3C)c2cc1OC (configuration not stated)	0%&-6%
Cc1ccc(-n2c(=O)c3ccc(C(=O)NCc4ccccc4Cl)cc3n(CC(=O)Nc3ccc(C)cc3C)c2=O)cc1	1%
COc1ccc(CNC(=O)CCc2c[nH]c3ccccc23)cc1	-5%
Cc1nc2scc(C)n2c(=O)c1S(=O)(=O)Nc1ccc(N2CCOCC2)c(Cl)c1	?
Cc1cc(NC(=O)COc2coc(CN3CCN(c4ccccc4F)CC3)cc2=O)no1	12%
Cc1ccc(Nc2c(-c3ccccc3)nc3cnccn23)cc1	3%
Cc1cccc(-c2cnn(-c3cccc([N+](=O)[O-])c3)c2N)c1	-14%
COc1ccccc1N1CCN(S(=O)(=O)c2ccc3[nH]c4c(c3c2)CCCC4)CC1	16%
CCn1c(CN2CCC(C)CC2)nc2cc(NC(=O)c3cccc([N+](=O)[O-])c3)ccc21	-4%
Cc1ccc2c(c1)-c1onc(C(=O)N(C)c3ccc(F)cc3)c1CO2	-2%
CCn1c(SCC(=O)NNC(=O)c2ccc(C)cc2)nnc1C1CC1	1%
CCOc1ccccc1NC(=O)N1CCC2(CC1)Oc1ccccc1C(=O)N2Cc1ccccc1F	-24%
O=C(NC1CCCC1)C(c1ccncc1)N(C(=O)c1csnn1)c1ccccc1F (configuration not stated)	-13%
COc1ccc(CC(=O)N/N=C(\C)CC(=O)Nc2cccc(F)c2)cc1	0%
O=C1CS(=O)(=O)C2(C(=O)N(Cc3ccc(F)cc3)c3ccccc32)N1c1cccc(C(F)(F)F)c1 (configuration not stated)	-1%
CCc1nnc2c(N3CCN(c4cc(Cl)ccc4C)CC3)nc3ccccc3n12	-9%
COc1ccc2c(CNCCc3cccs3)c(C(=O)O)n(Cc3ccc(F)cc3Cl)c2c1	-9%
COc1ccccc1S(=O)(=O)N(C)C[C@H]1OCc2cn(nn2)CCCC(=O)N([C@@H](C)CO)C[C@@H]1C	-8%
Cc1ccc(CN(Cc2ccco2)C(=O)c2oc3cc(Br)ccc3c2C)cc1	11%
CC(C)(C)c1csc(NC(=O)c2ccncc2)n1	3%
COc1ccc(S(=O)(=O)Nc2ccc3c(c2)C(=O)N([C@H](C)CO)C[C@H](C)[C@@H](CN(C)Cc2ccncc2)OCCCC[C@@H](C)O3)cc1	-3%
CCOc1ccc(NC(=O)CN(C)C(=O)c2cccc3ccccc23)cc1OCC	2%
CCN(Cc1ccccc1)S(=O)(=O)c1cc(C(=O)OC)n(C)c1	14%
CNS(=O)(=O)c1cccc(C(=O)OCC(=O)c2ccc3c(c2)OCCO3)c1	-43%[inhibitor]
CNC(=O)C1CCC(Cn2c(=O)c3sccc3n(Cc3ccc(F)cc3)c2=O)CC1 (configuration not stated)	-8%
CN(CCc1cn[nH]c1)Cc1nc(Cc2ccccc2)no1	3%
Cc1ccc(/C=C/c2onc(C)c2S(=O)(=O)N2CCC(C(=O)N3CCCCC3)CC2)cc1	4%
O=C(CN1C(=O)/C(=C/c2cccc(Br)c2)SC1=S)N1CCCC1	4%
COc1cc(C2c3c(-c4c(C)cc(C)cc4O)n[nH]c3C(=O)N2Cc2ccco2)cc(OC)c1OC (configuration not stated)	-8%
CSc1ncccc1C(=O)OCC(=O)N(C)C	-2%
Cc1occc1-c1nnc(SCC(N)=O)o1	-1%
CC1=C(C(=O)Nc2ccccc2)C(c2cc(Br)ccc2F)n2ncc(C(=O)Nc3ccccc3)c2N1 (configuration not stated)	4%
O=C(CCNS(=O)(=O)c1ccc2c(c1)CCCC(=O)N2)Nc1cccc(Cl)c1	3%
CN(Cc1ccccc1)C(=O)C1CCN(S(=O)(=O)c2cccc3nonc23)CC1	-7%
O=C1C=C(NCCc2ccccc2)C2(CCCCC2)O1	-1%
CCOC(=O)c1cc2c(=O)n3ccccc3nc2n(CC2CCCO2)c1=NC(=O)c1cccc(C(F)(F)F)c1 (configuration not stated)	7%
Cc1[nH]c(=O)c(C#N)c(C)c1CCC(=O)NCc1cccc(C(F)(F)F)c1	-8%
COc1ccc(CC(=O)NCc2nnc(SCC(=O)Nc3nccs3)n2-c2ccccc2)cc1	-10%
CCc1cc(=O)[nH]c(SCC(=O)Nc2ccc3c(c2)OCCO3)n1	2%
O=C(CSc1nnc(C2COc3ccccc3O2)o1)N1CCCC1 (configuration not stated)	-46%[inhibitor]
COc1ccc(OCC(O)CNS(=O)(=O)c2cccc(Cl)c2)cc1 (configuration not stated)	24%
c1ccc(Sc2ccncc2)cc1	6%
CSc1ccc(-c2nc3cccc(C)n3c2Nc2ccc(Cl)cc2)cc1	-23%
Cc1ccc(C(=O)Nc2nc3ccccc3[nH]2)cc1	-18%
COc1ccccc1CNC(=O)CS(=O)Cc1nc(-c2ccc(OC)c(OC)c2)oc1C (configuration not stated)	-7%
CC1(C(=O)OCC(=O)Nc2ncc(Cl)cc2Cl)CC1(Cl)Cl (configuration not stated)	-6%
Next part:
SMILES	aSyn yeast rescue
CC1=C(C(=O)Nc2ccc(Cl)cc2)C(c2ccccc2F)n2nc(SCc3cccc(Cl)c3)nc2N1 (configuration not stated)	-11%
CCCn1c2ccccc2c2cnn(CC(=O)NCCCN(Cc3ccccc3)C(C)C)c(=O)c21	7%
CCc1noc(C)c1C(=O)N(Cc1ccccc1)c1c(N)n(CCOC)c(=O)[nH]c1=O	6%
CN(C)CCCN1C(=O)c2oc3ccc(F)cc3c(=O)c2C1c1cccnc1 (configuration not stated)	6%
CC(=O)N1CCC(N(CCCOC(C)C)C(=O)Nc2ccc(C)c(C)c2)CC1	10%
Cc1cc(C)c(NC(=O)CN2C(=O)c3cccnc3Oc3ccc(Cl)cc32)c(C)c1	8%
Cn1cc(C(=O)NCCc2ccc(Cl)cc2)c(=O)c2cc(S(=O)(=O)N3CCCCC3)ccc21	-1%
COc1ccc(C(=O)NC(=S)NNC(=O)COc2ccccc2)cc1	?
COc1cccc(NC(=O)CSc2nc3c([nH]c4ccccc43)c(=O)n2-c2cccc(Cl)c2)c1	6%
CCOc1ccc(C(c2c(O)cc(C)n(Cc3ccco3)c2=O)N2CCCCC2)cc1 (configuration not stated)	7%

By substructure, those above with an NH in an aromatic ring
SMILES	aSyn yeast rescue
O=C(Nc1ccc(Oc2ccccc2)cc1)c1ccc(Cn2c(=O)[nH]c3ccsc3c2=O)cc1	-3%
COc1ccc(CNC(=O)CCc2c[nH]c3ccccc23)cc1	-5%
COc1ccccc1N1CCN(S(=O)(=O)c2ccc3[nH]c4c(c3c2)CCCC4)CC1	16%
CN(CCc1cn[nH]c1)Cc1nc(Cc2ccccc2)no1	3%
COc1cc(C2c3c(-c4c(C)cc(C)cc4O)n[nH]c3C(=O)N2Cc2ccco2)cc(OC)c1OC (configuration not stated)	-8%
Cc1[nH]c(=O)c(C#N)c(C)c1CCC(=O)NCc1cccc(C(F)(F)F)c1	-8%
CCc1cc(=O)[nH]c(SCC(=O)Nc2ccc3c(c2)OCCO3)n1	2%
Cc1ccc(C(=O)Nc2nc3ccccc3[nH]2)cc1	-18%
CCc1noc(C)c1C(=O)N(Cc1ccccc1)c1c(N)n(CCOC)c(=O)[nH]c1=O	6%
COc1cccc(NC(=O)CSc2nc3c([nH]c4ccccc43)c(=O)n2-c2cccc(Cl)c2)c1	6%

Next structures
SMILES	aSyn yeast rescue
CCOC(=O)c1cc2c(=O)n3ccccc3nc2n(C(C)C)c1=NC(=O)c1c(-c2c(F)cccc2Cl)noc1C	-15%
Cc1cc2nn(-c3ccc(F)cc3)nc2cc1NC(=O)c1ccc(C(C)(C)C)cc1	-1%
O=C(Cn1ncc2c3ccccc3n(Cc3ccccc3)c2c1=O)NCc1ccco1	8%
Cc1cccc(C(=O)Nc2cc3nn(-c4ccc(C(C)C)cc4)nc3cc2C)c1	4%
CC(C)(C)C(=O)Nc1c(Cl)cccc1OC(F)(F)F	0%
Cc1ccc(-n2c(SCC(=O)NC3CCS(=O)(=O)C3)nc3ccccc3c2=O)c(C)c1 (configuration not stated)	-2%
C/C(=N\NC(=S)NCCc1ccccc1)c1ccc(O)cc1O	-2%
Cc1ccccc1NC1=C(Cl)C(=O)OC1OC(=O)c1ccccc1C (configuration not stated)	28%
O=C(COC(=O)c1ccc(Cl)cc1)NC(=O)NC1CCCC1	12%
CCN1CCN(CCCNC(=O)c2cnn(-c3ccc(C)cc3)c2C2CCN(C(=O)OC(C)(C)C)CC2)CC1	-1%
Cc1nn(CCC(=O)Nc2ccc(Cl)cc2)c(C)c1S(=O)(=O)N1CCCCC1	-2%
O=C(Nc1ccc(S(=O)(=O)N2CCCCCC2)cc1)c1cc(=O)c2ccccc2o1	6%
CCN1CCN(Cc2ccc(NC(=O)c3ccc(C)c(NC(=O)C4=NN(c5ccccc5)C(=O)C4)c3)cc2C(F)(F)F)CC1	-8%
COc1ccc(OC)c(NC(=O)N2CC(C)Oc3ccc(C)cc32)c1 (configuration not stated)	2%
COc1cccc(-c2ccc(NC(=O)C3CCCN(Cc4cccc(C)n4)C3)cc2)c1 (configuration not stated)	-1%
Cc1cc2c(cc1C)C(=O)CCC2	-7%
CCOc1ccc(N2CC(C(=O)N3CCCCCC3)CC2=O)cc1 (configuration not stated)	-5%
COc1ccccc1C(=O)OCc1cc(=O)n2nc(-c3cccs3)sc2n1	-1%
CCC(=O)Nc1ccc2nc(SCc3ccc(C)cc3)sc2c1	2%
CC(=O)N1CCc2c(sc3c2c(=O)n(Cc2ccccc2)c(=O)n3Cc2ccccc2Cl)C1	-13%
OCCN1CCN(c2ncnc3sc(-c4ccccc4)cc23)CC1	-1%
COc1ccc(NN=Nc2nc3c([nH]2)c(=O)n(C)c(=O)n3C)cc1	6%
CN(CC(=O)N1CCN(c2ccccn2)CC1)S(=O)(=O)c1ccc(Cl)cc1	-1%
COc1cnc(SC(C)C)[nH]c1=O	-15%
O=C(NCc1cccc(Cl)c1)C(=O)Nc1ccc2nc3n(c(=O)c2c1)CCCCC3	-8%
C[C@H]1CN([C@@H](C)CO)C(=O)c2cc(Br)cnc2O[C@H]1CN(C)C(=O)c1ccc2c(c1)OCO2	-4%
COc1cccc(C(=O)Nc2ccccc2C(=O)OCc2cc(=O)n3c(C)csc3n2)c1	2%
Cc1nc2ccccn2c1C(=O)Nc1ccc(Cl)cc1	-5%
CCOc1ccccc1NC(=O)C1CCN(S(=O)(=O)c2ccc3[nH]c4c(c3c2)CCCCC4)CC1	26%
CCc1c(C)nc2nncn2c1NCc1ccc(OC)cc1	4%
Cc1cc(NC(=O)CSc2nc(=O)n(CCCN(C)C)c3c2CCCC3)no1	9%
COc1ccc(-c2nc(CN3CCC(C(=O)N4CCc5ccccc54)CC3)c(C)o2)cc1OC	-1%
CCn1cc(CNC(=O)c2cc(-c3ccc(C)cc3)nc3ccc(Br)cc23)c(C)n1	-4%
CC1CN(C(=O)c2cc3ccccc3cc2O)CC(C)O1 (configuration not stated)	1%
Cc1ccccc1OCC(=O)Nc1ccc2nc(SCCOc3ccccc3)sc2c1	-7%
Cc1cccc(Cn2c(SCc3ccc(C(=O)NCCc4ccccc4)cc3)nc3ccncc32)c1	-19%
CCNC(=S)Nc1cccc(S(=O)(=O)Nc2ccccc2OC)c1	-4%
O=C(CNC(=O)c1sc2ccccc2c1Cl)NCc1ccc(F)cc1	5%
Cc1ccc(NC(=O)c2c(NC(=O)CCC(=O)O)sc3c2CCCCC3)cc1	8%
Cc1ccccc1OCCSc1nc(C)c(Cc2ccccc2)c(=O)[nH]1	4%
COc1ccc2nc(C)cc(Nc3ccc(Cl)c(Cl)c3)c2c1	7%
CCn1nnnc1NC(=O)c1ccc2ccccc2c1	1%
COc1ccc(C)cc1S(=O)(=O)Nc1cc2c3c(c1)CCN3C(=O)CC2	6%
Cc1ccc(CN2CCC(c3cc(-c4cccs4)n[nH]3)CC2)cc1	13%
Cc1cccc(N(C(=O)CNC(=O)c2cccs2)C(C(=O)NC2CCCC2)c2ccncc2)c1 (configuration not stated)	0%
Cc1ccc(-n2c(SCC(=O)N3CCc4ccccc43)nc3c([nH]c4ccccc43)c2=O)cc1	-5%
N#Cc1cncc(-c2ccc3c(c2)OCCOCCOCCOCCOCCO3)n1	-3%
O=C(Cn1nc2c(cc1=O)CCCC2)Nc1ccc(F)cc1F	-4%
COc1ccccc1NS(=O)(=O)c1ccc2oc(SCC(C)=O)nc2c1	6%
O=C(Cn1c(=O)n(Cc2ccco2)c(=O)c2sc3ccccc3c21)Nc1ccccc1C(F)(F)F	-9%
Additional structures
SMILES	aSyn yeast rescue
COc1cc(CNc2ccc(S(N)(=O)=O)cc2)ccc1OCc1ccccc1F	-1%
Cc1c(Cl)cccc1NC(=O)CCn1nc(C)c2c(C)n(-c3ccccc3)nc2c1=O	-1%
COc1ccc(NC(=O)c2nnn(Cc3nc(-c4cc(OC)c(OC)c(OC)c4)oc3C)c2C)cc1	-7%
O=C(Cn1ncc2c3ccccc3n(Cc3ccccc3F)c2c1=O)NCCCc1ccccc1	7%
COc1ccc(NC(=O)C2CCN(S(=O)(=O)c3c(C)noc3/C=C/c3ccco3)CC2)cc1	-9%
CC(NC(=O)c1ccccc1NC(=O)CN1CCc2ccccc2C1)c1ccccc1 (configuration not stated)	5%
CCCCc1c(C)nc2c(-c3ccc(Cl)cc3)c(C)[nH]n2c1=O	1%
CCCCN(C)S(=O)(=O)c1cc(-c2cc(C)no2)ccc1C	?
COc1ccccc1NC(=O)C1=C(C)Nc2c(C(=O)Nc3cccc(C)c3)cnn2C1c1ccccc1Cl (configuration not stated)	2%
